AMA1 RON2 block = inhibitors of Plasmodium falciparum AMA1-RON2 interaction. AlphaScreen AMA1-biotinylated RON2 peptide binding. 0.2% of 360,000 active. Potency, µM (doses to about 58.2 µM), for inactives: top-dose activity change, negative = inhibition, actives largely listed as inhibitors;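 note: potency is the fitted concentration of half-maximal effect; 0% = vehicle wells and -100% = peptide control; nearly all actives have a fitted effect of over 45% in size; some results filed as inactive show a strong effect at the top dose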
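AMA1 (3D7) with his tag at 25 nM final met compounds first, then biotinylated RON2 peptide at 25 nM; detection used donor plus acceptor beads, 10 µg/mL apiece, read by AlphaScreen after 30 min at room temperature.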
AmpC inh no detg = blocks E. coli AmpC beta-lactamase in detergent-free assay. P00811. AmpC nitrocefin hydrolysis, absorbance 480 nm, 0.0001% Triton. Potency, µM (highest dose often 57.1 µM), inactives show at the top dose activity change, negative = inhibition, usual class: inhibitors. 0.52% of 330,000 active;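 note: potency is the fitted concentration of half-maximal effect; plate controls were no compound for no effect and no enzyme for full effect; nearly all actives have a fitted effect of over 20% in size; some results filed as inactive show a strong effect at the top dose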
Target sequence (P00811 whole entry, looked up): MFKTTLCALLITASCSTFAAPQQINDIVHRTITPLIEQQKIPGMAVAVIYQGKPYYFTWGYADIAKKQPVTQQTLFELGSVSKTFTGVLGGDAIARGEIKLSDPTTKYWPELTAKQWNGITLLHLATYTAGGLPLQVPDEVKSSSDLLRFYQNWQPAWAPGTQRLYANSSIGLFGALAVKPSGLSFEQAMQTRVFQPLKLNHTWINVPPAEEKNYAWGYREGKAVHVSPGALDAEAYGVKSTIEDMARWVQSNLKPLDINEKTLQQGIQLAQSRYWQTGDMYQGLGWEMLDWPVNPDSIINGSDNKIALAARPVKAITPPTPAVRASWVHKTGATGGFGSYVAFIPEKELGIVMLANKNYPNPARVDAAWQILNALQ
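20 mM phosphate pH 7.0 + 0.01% (detergent screen) or 0.0001% Triton X-100; 5.3 nM AmpC reagent; cpd preinc 15 min RT; nitrocefin (800 uM stock) to start; A480 q20 s × 4 min; Activity was normalised to no-enzyme and no-compound control wells.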
HCMV antiviral = human cytomegalovirus inhibition; activity change, negative = inhibition, % at 57.5 µM; HFF cells, HCMV-luciferase reporter, 72 h; active compounds read low; 4.5% of 410,000 active; in the data active = activity change below about -60%; inconclusive = no clear call, values can overlap the other calls; inactive = above about -39%; note: % is set by controls: 0 for no effect and ±100 for the full control effect
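Cell-based, HFFs, 1000 cells/well, 16 h 37C; cpds in DMSO + HCMV-luc, MOI 1 PFU/cell; 72 h 37C; OneGlo luminescence after 5 min RT; norm. to buffer vs Salinomycin 10uM.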
Giardia FBPA inh = blocks Giardia fructose-bisphosphate aldolase activity. A8B2U2. 0.71% of 290,000 active. purified Giardia FBPA. Potency, µM (titrated, usually from 59.6 µM), inactives show top-dose activity, negative = inhibition, most hits filed as inhibitors. AID 2451; note: potency is the fitted concentration of half-maximal effect; % is set by controls: 0 for no effect and ±100 for the full control effect; nearly all actives have a fitted effect of over 55% in size
Target sequence (A8B2U2 whole entry, looked up): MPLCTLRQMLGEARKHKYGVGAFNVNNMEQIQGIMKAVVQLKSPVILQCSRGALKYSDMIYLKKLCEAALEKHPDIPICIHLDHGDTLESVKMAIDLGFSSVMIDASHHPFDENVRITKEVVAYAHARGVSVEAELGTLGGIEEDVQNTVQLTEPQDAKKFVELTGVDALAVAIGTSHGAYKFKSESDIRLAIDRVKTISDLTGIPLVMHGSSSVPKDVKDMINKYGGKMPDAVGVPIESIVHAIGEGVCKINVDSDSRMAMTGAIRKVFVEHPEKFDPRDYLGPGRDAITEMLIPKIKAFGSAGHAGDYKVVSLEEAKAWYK
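Giardia FBPA (40 nM reagent) was preincubated 10 min at RT with compound (up to 57.5 uM final), then substrate plus GAPDH/TPI/NAD/arsenate coupling system with diaphorase/resazurin was added; resorufin fluorescence (525/598 nm) was read after 20 min.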
AmpC inh detg = blocks E. coli AmpC beta-lactamase in detergent assay; 0.041% of 370,000 active; Potency, µM (series often up to 114 µM), without a hit: at the top dose activity change, negative = inhibition, usual class: inhibitors; AmpC hydrolysis of nitrocefin, absorbance 480 nm, 0.01% Triton;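 note: potency is the fitted concentration of half-maximal effect; 0% = no-compound wells and -100% = no-enzyme wells; nearly all actives have a fitted effect of over 25% in size; some results filed as inactive show a strong effect at the top dose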
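AmpC (5.3 nM in the dispensed reagent) in 20 mM phosphate pH 7.0 with 0.01% (detergent screen) or 0.0001% Triton X-100 was preincubated with compounds for 15 min at room temperature. Nitrocefin was then added from an 800 uM solution, and hydrolysis was followed at 480 nm.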
Shiga toxin inh = Shiga toxin inhibition | Vero cells, Shiga toxin protein synthesis inhibition reporter | inhibition, % at 38.7 µM | 9.2% of 290,000 active; in the data active = inhibition mostly above about 28%, no sharp cut-off; inactive = mostly below about 43%; note: 0% is about no effect
Cycloheximide cs = counter-screen for Shiga toxin inhibitors: cycloheximide protein synthesis inhibition; cell reporter, cycloheximide protein synthesis inhibition counterscreen; 12% of 300,000 active; max response, %; in the data active = max response mostly above about 13%, no sharp cut-off; inactive = mostly below about 14%; note: read at 38.3 µM for the half of the compounds with a filed dose; 0% is about no effect
* hit, by the source's call; & = joins results of further samples; [ ] = remark or other dose. Unless noted, calls come from the whole dose curve; as a rule, active = well fitted curve in the direction sought with a large enough effect; inconclusive = small, poorly fitted or top-dose-only effect, or another doubt; inactive = no such curve, though single readings can be large; an effect the other way counts as inactive or inconclusive.

Results for FC(F)(F)c1cc(-c2ccco2)nc(NCCc2ccccc2)n1 ?
AMA1 RON2 block: 98%[activator]; AmpC inh no detg: -48%; HCMV antiviral: -39; Giardia FBPA inh: 1%; AmpC inh detg: -12%; Shiga toxin inh: 78; Cycloheximide cs: 20*

Results for CN(Cc1nc(CCc2ccccc2)no1)Cc1cccs1 ?
AMA1 RON2 block: 5%; AmpC inh no detg: 3%; HCMV antiviral: 32; Giardia FBPA inh: -2%; AmpC inh detg: 3%; Shiga toxin inh: 25; Cycloheximide cs: 16*

What do the screens show for `O=C(O)CCCNS(=O)(=O)Cc1ccccc1`?
AMA1 RON2 block: 14%; AmpC inh no detg: -16%; HCMV antiviral: -17; Giardia FBPA inh: 5%; AmpC inh detg: 1%; Shiga toxin inh: 13; Cycloheximide cs: -2

How did O=C(COC(=O)c1cccc(O)c1)NCc1ccc2c(c1)OCO2 do in these assays?
AMA1 RON2 block: -1%; AmpC inh no detg: -14%; HCMV antiviral: 14; Giardia FBPA inh: 3%; AmpC inh detg: -9%; Shiga toxin inh: 35; Cycloheximide cs: -3

What do the screens show for `COc1ccc(N(C(=O)CNC(=O)c2cccs2)C(C(=O)NC2CCCC2)c2cccnc2)cc1` (stereo unspecified)?
AMA1 RON2 block: 12%; AmpC inh no detg: 37%; HCMV antiviral: -22; Giardia FBPA inh: 0%; AmpC inh detg: -2%; Shiga toxin inh: -11; Cycloheximide cs: 7

Results for CC(CN1CCOCC1)OC(=O)COc1ccc(F)cc1 (stereo unspecified) ?
AMA1 RON2 block: -11%; AmpC inh no detg: -9%; HCMV antiviral: 41; Giardia FBPA inh: -4%; AmpC inh detg: -12%; Shiga toxin inh: 21; Cycloheximide cs: 11

How did CCn1c(CSCc2ccc(F)cc2)nnc1SCC(=O)N1CCN(c2ccccc2)CC1 do in these assays?
AMA1 RON2 block: -1%; AmpC inh no detg: 98%[activator]; HCMV antiviral: inconclusive; Giardia FBPA inh: 6%; AmpC inh detg: -1%; Shiga toxin inh: -6; Cycloheximide cs: -2

Results for N#C/C(C(=O)NCc1ccccc1)=C1\SC(CCO)C(=O)N1c1ccccc1 (stereo unspecified) ?
AMA1 RON2 block: 11%; AmpC inh no detg: -35%; HCMV antiviral: -7; Giardia FBPA inh: -23%; AmpC inh detg: 5%; Shiga toxin inh: 14; Cycloheximide cs: -1

Results for Cc1ccc(-c2nc3c(c(=O)[nH]c(=O)n3Cc3ccccc3)n2C)s1 ?
AmpC inh no detg: -20%; Giardia FBPA inh: 2%; AmpC inh detg: 7%; Shiga toxin inh: -6; Cycloheximide cs: 12

How did CC(C)CC(C(=O)NC(C)(C)C)N(CC1CCCO1)C(=O)c1snc(C(N)=O)c1N (stereo unspecified) do in these assays?
AMA1 RON2 block: -8%; AmpC inh no detg: 18%; HCMV antiviral: -21; Giardia FBPA inh: 0%; AmpC inh detg: -2%; Shiga toxin inh: 12; Cycloheximide cs: -1

What do the screens show for `CCc1ccc(/C=C2\SC(N3CCCC3)=NC2=O)cc1`?
AMA1 RON2 block: -14%; AmpC inh no detg: 122%[activator]; HCMV antiviral: -19; Giardia FBPA inh: 9%; AmpC inh detg: 4%; Shiga toxin inh: 32; Cycloheximide cs: 14

How did O=C(O)CN1C(=O)/C(=C\c2ccccc2OCc2ccc(Cl)cc2)SC1=S do in these assays?
AMA1 RON2 block: -20%; AmpC inh no detg: -34%; HCMV antiviral: 50; Giardia FBPA inh: 16%; AmpC inh detg: -5%; Shiga toxin inh: -12; Cycloheximide cs: -4

Already shown: entries from further up.
Results for FC(F)(F)c1cc(-c2ccco2)nc(NCCc2ccccc2)n1 ?
AMA1 RON2 block: 98%[activator]; AmpC inh no detg: -48%; HCMV antiviral: -39; Giardia FBPA inh: 1%; AmpC inh detg: -12%; Shiga toxin inh: 78; Cycloheximide cs: 20*

Results for CN(Cc1nc(CCc2ccccc2)no1)Cc1cccs1 ?
AMA1 RON2 block: 5%; AmpC inh no detg: 3%; HCMV antiviral: 32; Giardia FBPA inh: -2%; AmpC inh detg: 3%; Shiga toxin inh: 25; Cycloheximide cs: 16*

(further entries)
Results for O=C(NCc1ccccn1)Nc1cccc([N+](=O)[O-])c1 ?
AMA1 RON2 block: 0%; AmpC inh no detg: -38%; HCMV antiviral: 31; Giardia FBPA inh: -4%; AmpC inh detg: -5%; Shiga toxin inh: 26; Cycloheximide cs: 7

What do the screens show for `Cc1ccc(NC(=S)N=Nc2c(O)n(C)c3ccc(S(=O)(=O)N4CCOCC4)cc23)cc1`?
AMA1 RON2 block: 16%; AmpC inh no detg: -4%; HCMV antiviral: -77*; Giardia FBPA inh: -1%; AmpC inh detg: -6%; Shiga toxin inh: -3; Cycloheximide cs: -5

What do the screens show for `COc1ccc(-c2c(C(=O)O)c(-c3ccccc3)cn2C)cc1`?
AMA1 RON2 block: 1%; AmpC inh no detg: -16%; HCMV antiviral: -27; AmpC inh detg: -9%

Results for CC(=O)N(CCCN(C)C)Cc1ccccn1 ?
AMA1 RON2 block: 12%; AmpC inh no detg: -5%; HCMV antiviral: 34; Giardia FBPA inh: -5%; AmpC inh detg: 5%; Shiga toxin inh: -2; Cycloheximide cs: 7

Results for Cc1cc(C)c(NC(=O)c2ccc3c(c2)CCN3S(C)(=O)=O)c(C)c1 ?
AMA1 RON2 block: 4%; AmpC inh no detg: 0%; HCMV antiviral: 8; Giardia FBPA inh: 5%; AmpC inh detg: -2%; Shiga toxin inh: -3; Cycloheximide cs: -3

Results for COc1ccc(/C=N/NC(=O)CNC(=O)/C=C/c2ccco2)cc1OC ?
AMA1 RON2 block: 19%; AmpC inh no detg: -16%; HCMV antiviral: 0; Giardia FBPA inh: 11%; AmpC inh detg: 6%; Shiga toxin inh: -4; Cycloheximide cs: 2

How did COc1ccc(-c2cc3cc(OC)c(OC)cc3cn2)cc1 do in these assays?
AMA1 RON2 block: -8%; AmpC inh no detg: 111%[activator]; HCMV antiviral: 45

What do the screens show for `Cc1ccc(S(=O)(=O)N(C)Cc2ccc(-c3nnco3)cc2)cc1`?
AMA1 RON2 block: 1%; AmpC inh no detg: -15%; HCMV antiviral: 34; Giardia FBPA inh: -6%; AmpC inh detg: 0%; Shiga toxin inh: -3; Cycloheximide cs: -2

How did Cc1cc(Br)cc(/C=N/NC(=O)c2ccc3c(c2)OCO3)c1O do in these assays?
AMA1 RON2 block: 34%[activator]; AmpC inh no detg: -40%; HCMV antiviral: -103*; Giardia FBPA inh: 9%; AmpC inh detg: -10%; Shiga toxin inh: 26*; Cycloheximide cs: 17*

Results for Cn1c(=O)c2c(nc(SCC(=O)NCC3CCCO3)n2Cc2ccc(F)cc2)n(C)c1=O (stereo unspecified) ?
AMA1 RON2 block: 9%; AmpC inh no detg: 16%; HCMV antiviral: -19; Giardia FBPA inh: 1%; AmpC inh detg: -1%; Shiga toxin inh: -12; Cycloheximide cs: -2

How did CC[C@@]12C(=O)N(c3cccc(C)c3)C(=O)N1[C@H](c1ccc(Br)cc1)[C@@H]1C(=O)N(C(C)(C)C)C(=O)[C@@H]12 do in these assays?
AMA1 RON2 block: 5%; AmpC inh no detg: 166%[activator]; HCMV antiviral: -26; Giardia FBPA inh: 2%; AmpC inh detg: -5%; Shiga toxin inh: -4; Cycloheximide cs: -4

Results for CCOC(=O)N1CCN(C(=O)CCC(=O)N2CCOc3ccc(C)cc32)CC1 ?
AMA1 RON2 block: 0%; AmpC inh no detg: 75%[activator]; HCMV antiviral: -2; Giardia FBPA inh: 2%; AmpC inh detg: 2%; Shiga toxin inh: -33; Cycloheximide cs: 13

How did CCOC(=O)C1=C(C)NC(=O)NC1c1c(OCC(=O)N2CCCCC2)ccc2ccccc12 (stereo unspecified) do in these assays?
AMA1 RON2 block: -6%; AmpC inh no detg: 69%[activator]; HCMV antiviral: -12; Giardia FBPA inh: -1%; AmpC inh detg: inconclusive; Shiga toxin inh: -2; Cycloheximide cs: -7

Results for C=CCc1ccccc1OCC(O)CNC (stereo unspecified) ?
AMA1 RON2 block: -20%; AmpC inh no detg: -7%; HCMV antiviral: 2; Giardia FBPA inh: 4%; AmpC inh detg: inconclusive; Shiga toxin inh: 22; Cycloheximide cs: -3

Results for CS(=O)(=O)N(CC(=O)NCc1ccco1)c1cccc([N+](=O)[O-])c1 ?
AMA1 RON2 block: -5%; AmpC inh no detg: -20%; HCMV antiviral: -13; Giardia FBPA inh: 0%; AmpC inh detg: 2%; Shiga toxin inh: -6; Cycloheximide cs: -3

Results for CCOc1ccc(N(C(=O)c2snc(C(N)=O)c2N)C(C(=O)NCC2CCCO2)c2ccc(C)o2)cc1 (stereo unspecified) ?
AMA1 RON2 block: -5%; AmpC inh no detg: 117%[activator]; HCMV antiviral: 4; Giardia FBPA inh: -13%; AmpC inh detg: 6%; Shiga toxin inh: 47*; Cycloheximide cs: 18*

Results for CCOc1ccc2nc(NC(=O)c3ccco3)sc2c1 ?
AMA1 RON2 block: -2%; AmpC inh no detg: -24%; HCMV antiviral: 78; Giardia FBPA inh: 11%; AmpC inh detg: 5%; Shiga toxin inh: 38; Cycloheximide cs: 39*

What do the screens show for `COc1ccc(-c2cc(C(=O)NCC3CCCO3)c3cc(C(C)C)ccc3n2)cc1` (stereo unspecified)?
AMA1 RON2 block: -5%; AmpC inh no detg: 102%[activator]; HCMV antiviral: 0; Giardia FBPA inh: inconclusive; AmpC inh detg: 1%; Shiga toxin inh: 6; Cycloheximide cs: 15

How did CC(C)NC(=O)[C@@H]1C[C@@]1(C)[C@@H](NC(=O)OCc1ccccc1)c1ccccc1 do in these assays?
AMA1 RON2 block: -1%; AmpC inh no detg: 10%; HCMV antiviral: 36; Giardia FBPA inh: 2%&5%; AmpC inh detg: inconclusive; Shiga toxin inh: -11; Cycloheximide cs: -3

How did N#CCCN1CCC(NC(=O)OCc2ccccc2)CCC1=O (stereo unspecified) do in these assays?
AMA1 RON2 block: 14%; AmpC inh no detg: -2%; HCMV antiviral: inconclusive; Giardia FBPA inh: -15%; AmpC inh detg: -4%; Shiga toxin inh: -1; Cycloheximide cs: 2

Results for COCCN1C=C(C(=O)OC)C(c2cc3c(cc2Br)OCO3)C(C(=O)OC)=C1 ?
AMA1 RON2 block: 7%; AmpC inh no detg: 65%[activator]; Giardia FBPA inh: -24%; AmpC inh detg: 0%; Shiga toxin inh: -9; Cycloheximide cs: 1

Retrieved by compound from above (two):
Results for COCCN1C=C(C(=O)OC)C(c2cc3c(cc2Br)OCO3)C(C(=O)OC)=C1 ?
AMA1 RON2 block: 7%; AmpC inh no detg: 65%[activator]; Giardia FBPA inh: -24%; AmpC inh detg: 0%; Shiga toxin inh: -9; Cycloheximide cs: 1

How did CCOC(=O)C1=C(C)NC(=O)NC1c1c(OCC(=O)N2CCCCC2)ccc2ccccc12 (stereo unspecified) do in these assays?
AMA1 RON2 block: -6%; AmpC inh no detg: 69%[activator]; HCMV antiviral: -12; Giardia FBPA inh: -1%; AmpC inh detg: inconclusive; Shiga toxin inh: -2; Cycloheximide cs: -7

Screens (PubChem)
